# Bioassay records (PubChem)
# EPAC2 antag: qHTS for Antagonist of cAMP-regulated guanine nucleotide exchange factor 2 (EPAC2): primary screen; EPAC2 GEF exchange of Rap1B-BODIPY-GDP, fluorescence; Potency, µM (series often up to 114 µM), for the others: at the highest dose activity, negative = inhibition, actives largely listed as inhibitors; AID 720708, 2013; 0.18% of 360,000 active; note: % is set by controls: 0 for no effect and ±100 for the full control effect; nearly all actives have a fitted effect of over 45% in size; many of its hits are not listed in these tables
# Target sequence (Q8WZA2 whole entry, looked up): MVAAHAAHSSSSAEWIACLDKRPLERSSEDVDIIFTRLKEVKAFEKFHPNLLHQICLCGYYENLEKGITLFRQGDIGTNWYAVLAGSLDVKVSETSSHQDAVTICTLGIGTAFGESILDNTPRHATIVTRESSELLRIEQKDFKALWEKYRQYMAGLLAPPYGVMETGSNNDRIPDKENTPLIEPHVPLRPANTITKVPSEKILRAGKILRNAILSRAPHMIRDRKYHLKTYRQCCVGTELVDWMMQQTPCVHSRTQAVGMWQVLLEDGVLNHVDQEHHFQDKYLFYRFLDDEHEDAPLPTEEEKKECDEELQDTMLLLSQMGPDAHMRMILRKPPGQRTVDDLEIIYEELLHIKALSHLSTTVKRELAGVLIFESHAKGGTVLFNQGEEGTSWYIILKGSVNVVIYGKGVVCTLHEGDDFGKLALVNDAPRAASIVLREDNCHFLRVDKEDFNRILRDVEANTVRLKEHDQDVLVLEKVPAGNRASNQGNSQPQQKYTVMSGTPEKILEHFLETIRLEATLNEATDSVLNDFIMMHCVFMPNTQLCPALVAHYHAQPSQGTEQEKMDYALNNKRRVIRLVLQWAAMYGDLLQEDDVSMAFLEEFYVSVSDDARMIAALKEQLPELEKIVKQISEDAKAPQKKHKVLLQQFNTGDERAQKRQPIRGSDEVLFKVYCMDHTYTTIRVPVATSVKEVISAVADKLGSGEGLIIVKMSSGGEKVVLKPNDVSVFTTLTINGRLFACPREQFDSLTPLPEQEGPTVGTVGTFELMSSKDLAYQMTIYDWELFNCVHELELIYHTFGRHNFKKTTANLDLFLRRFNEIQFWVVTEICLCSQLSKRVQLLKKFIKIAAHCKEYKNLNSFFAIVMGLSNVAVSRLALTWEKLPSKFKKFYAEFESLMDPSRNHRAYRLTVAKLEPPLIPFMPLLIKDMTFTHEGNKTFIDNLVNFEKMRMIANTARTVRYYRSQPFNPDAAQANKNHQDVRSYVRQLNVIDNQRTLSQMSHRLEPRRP
# aSyn yeast inh: qHTS of alpha-syn Inhibitors | Potency, µM (top dose mostly 46.1 µM), inactives show top-dose growth rescue (activation), hits mostly activators | 0.14% of 370,000 active | Yeast expressing alpha-synuclein, growth rescue, BacTiter-Glo, 24 h; note: % of control where 0% means no effect; nearly all actives have a fitted effect of over 65% in size
#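 Readout is rescue of growth in alpha-synuclein-expressing yeast, so inhibitors of toxicity appear as activators. Growth after 24 hr at 30 deg C in galactose medium is quantified by luminescence.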
# FUS suppressor: qHTS for Suppressors of FUS Proteinopathy: Primary screen using FUS-linked yeast assay | Potency, µM (titrated, usually from 76.6 µM), without a hit: top-dose growth rescue (activation), hits mostly activators | S. cerevisiae FUS-expressing, growth rescue, OD600, 24 h | 0.24% of 390,000 active | AID 1347120, 2019;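 note: plate controls were DMSO vehicle for no effect and reference control for full effect; nearly all actives have a fitted effect of over 55% in size; some results filed as inactive show a strong effect at the top dose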
#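 Yeast FUS proteinopathy model; galactose-induced FUS (2%), starting OD 0.005. Cpds in dilution series, 24hr, 30C, 99% humidity. Abs 600 nm growth. Pos ctrl CP55940 (top 92uM final); neg ctrl DMSO.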
# PTHR1 agonist: qHTS for PTHR1 Agonists: Primary Screen. AID 743266, 2014. Potency, µM (titrated, usually from 115 µM), for inactives: top-dose activation, actives largely listed as activators. Parathyroid hormone/parathyroid hormone-related peptide receptor (Homo sapiens), Q03431. 0.075% of 410,000 active. HEK293 GP2 PTHR1 cells, GloSensor cAMP luminescence, 1 h; note: nearly all actives have a fitted effect of over 55% in size; some results filed as inactive show a strong effect at the top dose; inactives centre near -15; many of its hits are not listed in these tables
#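 HEK-293-derived GP2 cells expressing PTHR1 and a GloSensor cAMP reporter, 3,000/well, plated overnight, given luciferin plus IBMX (each 0.5 mM as added) for 1 h at 37 °C, then compound for 1 h at 37 °C. Luminescence was read after 15 min at room temperature.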
# EPAC1 antag: qHTS for Antagonist of cAMP-regulated guanine nucleotide exchange factor 3 (EPAC1): primary screen. Rap guanine nucleotide exchange factor 3 (Homo sapiens), O95398. EPAC1 GEF assay, Rap1b-BODIPY-GDP exchange fluorescence. Potency, µM (top dose mostly 115 µM), without a hit: top-dose activity change, negative = inhibition, hits mostly inhibitors. 0.14% of 360,000 active;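 note: plate controls were vehicle for no effect and positive control for full effect; nearly all actives have a fitted effect of over 50% in size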
# EPAC2 agonist: qHTS for Agonist of cAMP-regulated guanine nucleotide exchange factor 4 (EPAC2): primary screen; Rap guanine nucleotide exchange factor 4 (Homo sapiens), Q8WZA2; Potency, µM (highest dose often 154 µM), inactives show at the top dose activation, most hits filed as activators; EPAC2 activation, biochemical qHTS; response scale: 100% = 6.5 mM cAMP response; 0.079% of 360,000 active; note: nearly all actives have a fitted effect of over 50% in size
#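 Fluorescence exchange assay: 100 nM EPAC2 with 250 nM RAP1B-BODIPY-GDP and 50 uM GDP; compounds tested as a concentration-titration series (qHTS). Loss of Rap1-bound BODIPY-GDP fluorescence read at 480/540 nm; data normalized to 6.5 mM cAMP.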
# TDP43 rescue: qHTS of TDP-43 Inhibitors | Potency, µM (highest dose often 46.1 µM), for the others: at the highest dose growth rescue (activation), actives largely listed as activators | TDP-43 expressing yeast growth rescue, BacTiter-Glo, 24 h | 1.8% of 410,000 active; note: % of control where 0% means no effect; nearly all actives have a fitted effect of over 50% in size
#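 Cell-based yeast growth screen: TDP-43 expression induced in galactose, inoculum OD600=0.02 after raffinose pregrowth to mid-log. Read-out BacTiter-Glo luminescence at 24 hr, 30 deg C; inhibition of toxicity seen as signal increase.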
# EPAC1 ag: qHTS for Agonist of cAMP-regulated guanine nucleotide exchange factor 3 (EPAC1): primary screen; EPAC1 agonist qHTS, biochemical assay; response scale: 100% = response to 6.5 mM cAMP; Potency, µM (titrated, usually from 154 µM), inactives show at the highest dose activation, actives largely listed as activators; 0.073% of 360,000 active; AID 720707, 2013; note: nearly all actives have a fitted effect of over 60% in size
#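 Fluorescent GDP-exchange assay: 100 nM EPAC1 with 250 nM Rap1B preloaded with BODIPY-GDP and 50 uM GDP; compounds tested as concentration series, 5 min at room temperature, then read every 5 min for 30 min (ex 480/em 540 nm); normalized to 6.5 mM cAMP.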
# Numbers without * were called inactive; i = inactive; ? = inconclusive; nt = no result given; & = joins results of further samples; [ ] = remark or other dose. Calls come from the whole dose curve; as a rule, active = well fitted curve in the direction sought with a large enough effect; inconclusive = small, poorly fitted or top-dose-only effect, or another doubt; inactive = no such curve, though single readings can be large; an effect the other way counts as inactive or inconclusive. Potency is the fitted concentration of half-maximal effect.
# Start of the data: the first two compounds (preview)
# Key to letters – A = EPAC2 antag; B = aSyn yeast inh; C = FUS suppressor; D = PTHR1 agonist; E = EPAC1 antag; F = EPAC2 agonist; G = TDP43 rescue; H = EPAC1 ag
O=C(COc1ccccc1Cl)NCCCNC(=O)c1ccccn1
  A: -2% | B: -1% | C: 3% | D: i | E: -7% | F: 11% | G: 2% | H: 10%
Cc1ccc(NC(=O)CSCC(=O)NNC(=O)c2ccoc2C)cc1
  A: 11% | B: -1% | C: 16% | D: i | E: 1% | F: 6% | G: 11% | H: 0%

# Results (from the top)
# Key to letters – A = EPAC2 antag; B = aSyn yeast inh; C = FUS suppressor; D = PTHR1 agonist; E = EPAC1 antag; F = EPAC2 agonist; G = TDP43 rescue; H = EPAC1 ag
O=C(COc1ccccc1Cl)NCCCNC(=O)c1ccccn1
  A: -2% | B: -1% | C: 3% | D: i | E: -7% | F: 11% | G: 2% | H: 10%
Cc1ccc(NC(=O)CSCC(=O)NNC(=O)c2ccoc2C)cc1
  A: 11% | B: -1% | C: 16% | D: i | E: 1% | F: 6% | G: 11% | H: 0%
COc1ccc(NC(=O)Nc2cc(C)ccc2F)cc1OC
  A: -19% | B: 1% | C: 14% | D: -14% | E: -11% | F: 1% | G: -6%[0.397 µM] | H: 4%
COc1cccc(NC(=O)C(=O)NCc2ccncc2)c1
  A: 13% | B: -2% | C: -4% | D: -3% | E: -14% | F: 0% | G: 0%[0.397 µM] | H: -1%
O=S(=O)(c1ccc(F)cc1)N1CC2CCCN2c2ccc(C(F)(F)F)cc21 (configuration not stated)
  A: 1% | B: -6% | C: 23% | D: -30%[57.5 µM] | E: 4% | F: 7% | G: 1% | H: 14%
CCOc1ccc(OCC)c(NC(=O)C2CCN(c3nnc(-n4cccc4)s3)CC2)c1
  A: nt | B: 2% | C: 4% | D: i | E: nt | F: nt | G: ? | H: nt
N#C/C(=C\c1ccc([N+](=O)[O-])o1)c1nc2ccccc2[nH]1
  A: 5% | B: -80%[inhibitor] | C: -8% | D: -36%[inhibitor] | E: -11% | F: 10% | G: -93%[inhibitor] | H: 11%
c1ccc2c(N3CCCC3)nc(-c3ccncc3)nc2c1
  A: -1%[57.1 µM] | B: 15% | C: 4% | D: i | E: -16% | F: 3% | G: -13% | H: 12%
O=C(CCl)N1c2ccccc2SCC1c1ccccc1 (configuration not stated)
  A: -15% | B: -2% | C: 28% | D: -91%[inhibitor] | E: -4% | F: 12% | G: 7.9µM* | H: -5%
Cc1ccc(-n2nc3c(Cl)nnc(C)c3c2C)cc1
  A: 22% | B: 7% | C: nt | D: -32% | E: 11% | F: 4% | G: 20% | H: -4%
CN1CCN(c2nc3ccccc3nc2C(C#N)C(=O)OC2CCCCC2)CC1 (configuration not stated)
  A: -8% | B: -8% | C: 19% | D: i | E: -5% | F: 10% | G: -9% | H: 4%
O=C(CN1C(=O)S/C(=C/c2ccncc2)C1=O)Nc1ccccc1
  A: 5% | B: 0% | C: 18% | D: -30% | E: -7% | F: 4% | G: 3% | H: -5%
O=S(=O)(Nc1ccc(O)c2ncccc12)c1ccccc1F
  A: -6% | B: nt | C: ? | D: i | E: -16% | F: -2% | G: nt | H: 9%
O=C1CSC(c2ccc(F)cc2)N1c1ccccc1F (configuration not stated)
  A: -12% | B: 4% | C: -5% | D: i | E: 2% | F: 5% | G: -6% | H: 3%
COc1cc(NC(=O)CN2C(=O)NC(CC(C)C)C2=O)cc(OC)c1OC (configuration not stated)
  A: 3% | B: -10%[1.84 µM] | C: 5% | D: i | E: 8% | F: 2% | G: ? | H: 6%
N#Cc1ccccc1C[C@H](N)C(=O)NC[C@H]1O[C@@H](n2ccc(N)nc2=O)[C@H](O)[C@@H]1O
  A: -3% | B: 2% | C: -11% | D: -25% | E: -4% | F: 6% | G: 16% | H: 12%
CC1CCc2c(sc(NC(=O)Cc3ccccc3)c2C(=O)Nc2ccc(Cl)cc2)C1 (configuration not stated)
  A: nt | B: 5% | C: 37% | D: i | E: nt | F: nt | G: -3% | H: nt
COc1ccc(-c2nnc3sc(CCN4C(=O)c5ccccc5C4=O)nn23)cc1
  A: 0% | B: -3% | C: 15% | D: -26% | E: 10% | F: 0% | G: 4% | H: -2%
COc1ccc(OCC(O)CN2CCC(CN3C(=O)c4cccc5cccc(c45)C3=O)CC2)cc1 (configuration not stated)
  A: -5% | B: 2% | C: 23% | D: i | E: -2% | F: 2% | G: -24% | H: 3%
NNC(=O)c1cc(Br)cs1
  A: 3% | B: -4% | C: nt | D: i | E: -4% | F: -5% | G: 22% | H: -2%
CN1CCN(C(=O)CCN2C(=O)c3ccccc3S2(=O)=O)CC1
  A: 4% | B: -4% | C: -18% | D: -11% | E: -9% | F: 5% | G: 0% | H: 1%
O=C(COC(=O)CNC(=O)c1ccccc1)Nc1ccc2c(c1)OCO2
  A: -2% | B: -8% | C: 11% | D: -11% | E: -13% | F: 8% | G: -9% | H: 2%
Cc1cccc(C)c1OCC(=O)Nn1c(C)nc2ccccc2c1=O
  A: 8% | B: 1% | C: 4% | D: -17%[57.5 µM] | E: 5% | F: 3% | G: -12% | H: 4%
CCOC(=O)c1c(Nc2cc(C)cc(C)c2)nnc(-c2ccccc2)c1-c1ccccc1
  A: nt | B: 30% | C: 16% | D: -11% | E: nt | F: nt | G: 12% | H: nt
COc1cccc(CSC(C(=O)O)c2ccccc2)c1 (configuration not stated)
  A: 9% | B: ? | C: -30% | D: -19% | E: 2% | F: 10% | G: 11% | H: 3%
Nc1nccc(/C=C/c2ccc(Cl)cc2)n1
  A: 3% | B: 3% | C: -11% | D: i | E: 16% | F: 4% | G: ? | H: 4%
O=C(c1ccc(Cl)c(S(=O)(=O)N2CCOCC2)c1)N(c1ccccn1)C1CCCCC1
  A: 1% | B: -4% | C: 14% | D: -5% | E: -22% | F: 8% | G: -3%[9.22 µM] | H: 17%
O=c1c(S(=O)(=O)c2ccc(Cl)cc2)cn(Cc2ccccc2)c2ccc(F)cc12
  A: 4% | B: 1% | C: nt | D: -5% | E: -12% | F: -6% | G: 21% | H: -10%
COc1ccc(Cl)cc1NC(=O)COC(=O)CNC(=O)c1ccc([N+](=O)[O-])c(C)c1
  A: -5% | B: 0% | C: nt | D: -11% | E: -1% | F: 7% | G: -3% | H: -1%
Nc1nc(SCC(=O)N2CCc3ccccc3C2)[nH]c(=O)c1-c1ccccc1
  A: 0% | B: 1% | C: 14% | D: -3%[57.5 µM] | E: 8% | F: 7% | G: 2% | H: 1%
Cn1c2ccccc2c2nnc(N/N=C/c3ccc(O)cc3)nc21
  A: 8% | B: 4% | C: -17% | D: i | E: -6% | F: 1% | G: 5% | H: 11%
CC(C)(C)c1cc(CSC(=S)NC2CCS(=O)(=O)C2)c(Br)c(C(C)(C)C)c1 (configuration not stated)
  A: -16% | B: 1% | C: 12% | D: -11% | E: -24% | F: -3% | G: -12% | H: -3%
N=C1C(c2nc3ccccc3s2)=C(O)CN1NC(=O)c1c[nH]c2ccccc12
  A: 13% | B: -7% | C: 31% | D: -6% | E: 5% | F: 0% | G: -21% | H: -8%
COc1ccc(CNC(=O)c2ccc(CS(=O)(=O)c3ccc(Br)cc3)o2)cc1
  A: 9% | B: ? | C: -16%&9% | D: -62%&-24%[inhibitor] | E: ? | F: 8% | G: 2%&7% | H: -4%
Cn1cccc1CC(=O)N/N=C/C=C/c1ccco1
  A: 9% | B: -6% | C: nt | D: -18% | E: ? | F: 5% | G: -7% | H: 0%
COc1ccc(S(=O)(=O)N(C)C[C@H]2Oc3ccc(NC(=O)Cn4cnnn4)cc3C(=O)N([C@H](C)CO)C[C@@H]2C)cc1
  A: -8% | B: 6% | C: 15% | D: i | E: 8% | F: -2% | G: 19% | H: -11%
CCOC(=O)C1=C(c2ccccc2)N=c2s/c(=C\c3cc(OC)c(OC)c(OC)c3)c(=O)n2C1c1cccs1 (configuration not stated)
  A: -7% | B: -3% | C: ? | D: ? | E: -3% | F: 14% | G: -21% | H: 10%
Cc1c(-c2ccccc2Br)nc2ccccc2c1C(=O)O
  A: 8% | B: 3% | C: nt | D: -1% | E: -3% | F: 4% | G: 5% | H: 6%
CC12CN(C(=S)Nc3ccccc3)CC(C)(CN(C(=S)Nc3ccccc3)C1)C2=O
  A: -15% | B: 1% | C: 5% | D: i | E: -2% | F: 6% | G: -9% | H: 5%
COCCCn1c(SCC(=O)N2CCOCC2)nnc1-c1ccco1
  A: 3% | B: 1% | C: 11% | D: -6% | E: 7% | F: 10% | G: -10% | H: 9%
C(=Nc1ccc(N2CCOCC2)cc1)c1c[nH]c2ccccc12
  A: 7% | B: 3% | C: 1% | D: i | E: 8% | F: 4% | G: 21% | H: 6%
CCCN1CCC(=O)N(CCOc2ccccc2)CC1
  A: 13% | B: 1% | C: -29% | D: -24% | E: 3% | F: 1% | G: 7% | H: 9%
Cc1cc(O)ccc1Nc1cc(-c2cccc(N(C)C)c2)ncn1
  A: 16% | B: -2% | C: -6% | D: -73%[inhibitor] | E: 0% | F: 1% | G: 11% | H: 0%
CCOc1ccc(N(CC(=O)NC2CC2)S(=O)(=O)c2ccc(C)cc2)cc1
  A: 0% | B: 0% | C: -18% | D: i | E: -3% | F: 13% | G: -9% | H: -1%
COCCOC(=O)c1c(C)oc2ccc(NS(=O)(=O)c3ccc(C)cc3)cc12
  A: -25% | B: 12% | C: 39% | D: -14% | E: -19% | F: 9% | G: ? | H: -8%
CCOC(=O)C1(CCOc2ccccc2)CCN(Cc2ccc3c(c2)OCCO3)CC1
  A: 3% | B: -3% | C: 17% | D: -6% | E: -24% | F: 10% | G: -20%[9.22 µM] | H: -6%
NC(=O)c1ccc(NC(=O)COC(=O)CCCc2c[nH]c3ccccc23)cc1
  A: 5% | B: -10% | C: -9% | D: -3% | E: -11% | F: 17% | G: 4% | H: -4%
O=c1nc(/C=C/c2ccc(O)c(O)c2)oc2ccccc12
  A: 2% | B: -2% | C: 23% | D: -29% | E: ? | F: -2% | G: 0% | H: 3%
COCC(C)N1CCC(n2nccc2NC(=O)c2ccc3c(c2)OCO3)CC1 (configuration not stated)
  A: -2% | B: 0% | C: 4% | D: i | E: 0% | F: -5% | G: -9% | H: 1%

# Only part of the results is shown; rates above refer to the full screens.
